Furin inhibitor = human furin inhibitors, primary screen, biochemical, fluorescence intensity; AID 463115, 2010; inhibition, % at 30 µM; purified furin, fluorogenic substrate cleavage; P09958; 220,000 tested, 0.061% active; in the data active means inhibition above about 25%; further: inactives centre near -15
RBBP9 inhibitor = human RBBP9 inhibitors, primary screen, biochemical, fluorescence polarization, FP-Rh probe, HTS; Serine hydrolase RBBP9 (Homo sapiens), O75884; recombinant RBBP9; inhibition, % at 7.94 µM; 220,000 tested, 0.2% active; AID 1515, 2009;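 active means inhibition above the campaign mean of all tested compounds plus 3 SD, cut at about 14% in these data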;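 further: plate controls were DMSO wells with RBBP9 for no effect and wells lacking RBBP9 protein for full effect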
Target sequence (O75884 whole entry, looked up): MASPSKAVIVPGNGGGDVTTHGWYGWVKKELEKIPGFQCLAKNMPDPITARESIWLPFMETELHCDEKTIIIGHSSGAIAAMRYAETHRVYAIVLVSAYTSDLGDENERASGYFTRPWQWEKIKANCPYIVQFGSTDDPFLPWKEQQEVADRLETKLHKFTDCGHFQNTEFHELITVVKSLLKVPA
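Measured by: FP readout at 525/598 nm; material: recombinant human RBBP9; also added: Serine-hydrolase probe FP-Rh, 375 nM pre-mixing; medium: Tris buffer pH 8.0, NaCl, Pluronic; replication: one well per compound; doses: one concentration, 7.94 µM nominal, 0.794% DMSO; timing: preincubation 30 min plus labeling 45 min at 25 °C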
Tb hexokinase = Trypanosoma brucei hexokinase 1 inhibitors, primary screen, biochemical, G6PDH-coupled NADH absorbance, MLSCN library | hexokinase 1 [Trypanosoma brucei] | recombinant TbHK1, G6PDH-coupled NADH A340 | inhibition, % at 10 µM | 220,000 tested, 0.11% active | AID 1430, 2008;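 active means inhibition of 50% or more in the single-dose primary screen; inactive means inhibition below 50%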
p97 inhibitor = inhibitors of human p97 ATPase, primary screen, biochemical; recombinant p97 ATPase, Kinase-Glo ATP luminescence, 3 h; inhibition, % at 8 µM; 220,000 tested, 0.42% active; AID 1481, 2009; in the data active means inhibition above about 15%;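 further: 0% = DMSO vehicle and 100% = wells lacking enzyme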
Target sequence (P55072 whole entry, looked up): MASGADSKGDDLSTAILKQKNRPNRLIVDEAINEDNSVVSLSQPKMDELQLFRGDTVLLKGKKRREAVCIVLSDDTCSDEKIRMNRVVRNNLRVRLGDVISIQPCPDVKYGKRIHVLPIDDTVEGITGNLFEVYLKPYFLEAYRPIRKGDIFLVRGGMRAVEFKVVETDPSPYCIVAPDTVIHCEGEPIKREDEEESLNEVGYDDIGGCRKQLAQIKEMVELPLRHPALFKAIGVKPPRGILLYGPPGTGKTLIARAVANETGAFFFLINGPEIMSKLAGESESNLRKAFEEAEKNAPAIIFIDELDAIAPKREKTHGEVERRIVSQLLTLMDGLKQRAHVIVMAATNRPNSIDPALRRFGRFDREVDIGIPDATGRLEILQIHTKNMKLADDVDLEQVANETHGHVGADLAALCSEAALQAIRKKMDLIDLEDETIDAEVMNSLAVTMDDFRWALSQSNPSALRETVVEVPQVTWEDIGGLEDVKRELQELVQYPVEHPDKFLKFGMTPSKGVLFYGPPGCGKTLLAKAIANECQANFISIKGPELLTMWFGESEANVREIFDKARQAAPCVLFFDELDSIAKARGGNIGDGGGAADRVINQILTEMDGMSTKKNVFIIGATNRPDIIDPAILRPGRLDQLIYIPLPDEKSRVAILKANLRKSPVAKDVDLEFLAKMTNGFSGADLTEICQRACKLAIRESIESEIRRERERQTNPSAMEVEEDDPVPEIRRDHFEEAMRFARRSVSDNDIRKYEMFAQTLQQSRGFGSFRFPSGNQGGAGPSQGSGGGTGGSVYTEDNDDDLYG
BaF3 parental = parental Ba/F3 cell viability inhibition, counter-screen for JAK2V617F inhibitor project, murine pro-B, CellTiter-Glo luminescence; inhibition, % at 5.6 µM; CellTiter-Glo ATP luminescence; 220,000 tested, 1.1% active;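 active means inhibition above a per-campaign cutoff, the mean inhibition of all tested compounds plus 3 SD, cut at about 27% in these data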;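 further: 0% = DMSO wells and 100% = JAK Inhibitor I control wells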
p47phox inh = p47phox/p22phox peptide binding inhibitors, primary screen, biochemical, uHTS, NADPH oxidase regulatory subunit | fluorescence polarization, 2 h | inhibition, % at 24.7 µM | 220,000 tested, 0.53% active | AID 1274, 2008;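 active means inhibition above about 30%, limit read from the data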;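 further: 0% = p47phox with labelled peptide and 100% = labelled peptide alone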
Ba/F3 V617F tox = reduced viability of JAK2V617F-dependent Ba/F3 cells, primary screen, JAK2V617F inhibitor project, cell-based, Ba/F3 EpoR-JAK2V617F, luminescence. 220,000 tested, 1.1% active. inhibition, % at 5.6 µM. ATP luminescence;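 active means inhibition above the campaign mean plus 3 SD over all tested compounds, cut at about 24% in these data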;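 further: cytokine-independent growth of Ba/F3 cells driven by EpoR plus mutant JAK2; 0% = DMSO-treated cells and 100% = JAK inhibitor I control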
PPC-1+TRAIL kill = compounds killing PPC-1 cancer cells with TRAIL present, primary screen, TRAIL potentiator project, ATPLite luminescence, uHTS; PPC-1 cells + TRAIL, ATPLite viability luminescence; cell killing (% activity), % at 4 µM; 220,000 tested, 0.41% active; AID 1443, 2008;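 active means cell killing above 50% in the first pass at 4 µM, then a duplicate retest at 5 µM averaging 50% or more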;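 further: plate controls were cells with TRAIL plus DMSO for no effect and medium-only wells lacking cells for full effect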
PGE2 EP2 inh = human EP2 receptor antagonists, primary screen, TR-FRET cAMP, C6 glioma cells | C6 glioma cells expressing human EP2; cells stimulated with saturating PGE2 | Prostaglandin E2 receptor EP2 subtype (Homo sapiens), P43116 | 260,000 tested, 0.52% active | inhibition, % at 25 µM | AID 1422, 2008;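 active means percent inhibition above 40 after rounding to a whole number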;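 further: rat C6 glioma host cells with rolipram phosphodiesterase inhibitor present; the protocol text gives 20 µM as final concentration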
The depositor's hits bear a star; . = not tested or not shown; [ ] = remark or other dose. Only part of the results is shown; rates above refer to the full screens.

SMILES	Furin inhibitor	RBBP9 inhibitor	Tb hexokinase	p97 inhibitor	BaF3 parental	p47phox inh	Ba/F3 V617F tox	PPC-1+TRAIL kill	PGE2 EP2 inh
Cc1cc(C)cc(N(CC(=O)N2CCC(C)CC2)S(C)(=O)=O)c1	-14[20 µM]	0	1	1	2	-3	-4	19	13
CCCCN(CCCC)C(=S)N/N=C/c1c(C)[nH]n(-c2ccccc2)c1=O	7[20 µM]	-2	3	1	-1	0	-3	30	0
O=S(=O)(c1ccc(NC(=S)N/N=C/c2c3ccccc3cc3ccccc23)cc1)N1CCOCC1	-17	-1	-7	6	14	-57	2	17	3
COc1ccc(-n2nc([N+](=O)[O-])c(=NCCC3=CCCCC3)n2O)cc1	-14	3	-7	-2	5	-12	-2	1	7
C=CCn1c(-c2csc3ccccc23)n[nH]c1=S	-20[20 µM]	-2	2	1	2	-7	0	-8	13
O=C(/C=C/c1ccccc1[N+](=O)[O-])NCc1cccnc1	-18	-7	-10	-7	2	-1	2	-1	5
CC(C)(C)NC(=O)COc1ccc(-c2ccccc2)cc1	-15[20 µM]	-8	-8	0	6	-11	-1	22	6
O=C(c1cn[nH]c1)N1CCc2c([nH]c3ccccc23)C1c1c(F)cccc1Cl (stereo unspecified)	-30	-8	-4	4	5	-6	0	14	5
COc1ccc(C(=O)NCC(=O)N/N=C/c2ccc([N+](=O)[O-])o2)cc1OC	-9	-1	-30	-3	1	4	-3	-1	3
COc1ccc(-n2c(=S)[nH]c3cc(C(=O)O)ccc3c2=O)cc1	-26	-4	-9	-1	8	-1	3	-13	1
O=C(c1cccc([N+](=O)[O-])c1)c1cc2ccccc2o1	-13	0	35	5	5	10	-3	28	12
Cc1ccccc1Nc1nc(N)nc(COC(=O)CCS(=O)(=O)c2ccccc2)n1	-11	-2	-2	3	1	-26	-5	21	5
CCOC(=O)C1CCN(C(=O)CSc2n[nH]c(=O)[nH]c2=O)CC1	-12[20 µM]	13	4	8	2	-10	-1	4	16
COc1ccc(NS(=O)(=O)c2cc(N/C(=N\S(=O)(=O)c3ccccc3)c3ccc(F)cc3)ccc2Cl)cc1	-21	-58	14	9	61*	-10	64*	8	5
CC(=O)Nc1cccc([N+](=O)[O-])c1	-20	-3	-4	2	1	5	-1	-1	4
Cn1c(NC(=O)CC(C)(C)C)cc(=O)n(C)c1=O	0	-3	2	-3	5	-7	3	10	6
COc1cc(CN(CCc2c(C)[nH]c3ccc(C)cc23)C(=S)NC(C)(C)C)cc(OC)c1OC	-16	-2	-9	-2	7	-7	1	44	.
CCOc1cc(/C=C2\SC(=N)N(c3nonc3N)C2=O)ccc1OCCN1CCOCC1	0	-3	-25	10	4	-27	2	6	1
CC1Cc2ccccc2N1C(=O)CCNS(=O)(=O)c1ccc2c(c1)CCC(=O)N2 (stereo unspecified)	-22[20 µM]	-1	-4	1	6	-4	0	0	3
COCc1c(C(=O)Nc2nc(C)cs2)oc2ccccc12	-16	-8	-23	2	11	-3	2	0	13
CCn1c(SCC(=O)OC2CCCCC2)nc2ccccc2c1=O	-6	-5	-4	4	5	4	-1	22	6
CCOC(=O)c1nn(-c2ccccc2)c(=O)c2c(N)scc12	-16	8	-9	-1	1	-20	-1	6	10
CCOC(=O)Cn1nc(C)c(NC(=O)COc2ccc(C)c(C)c2)c1C	-15	9	-10	4	-14	-14	11	-10	3
CCCCCCn1c(N2CCC(C)CC2)nc2c1c(=O)[nH]c(=O)n2C	-29	-8	9	-2	4	-18	1	-2	2
Nc1nc(-c2ccccc2)c(-c2ccc([N+](=O)[O-])cc2)s1	-12	-5	1	2	2	-7	-1	26	7
O=c1n(-c2cccc(Cl)c2)c(=O)n2n1CCC2	-19[20 µM]	-5	6	4	1	-8	-2	20	29
Cc1ccccc1NC(=O)c1nn(-c2ccc(F)c(F)c2)ccc1=O	-12	-7	-11	2	7	-3	0	15	10
CC1CC(C)CN(C2CCN(Cc3cccnc3)CC2)C1 (stereo unspecified)	-21[20 µM]	-4	-2	3	4	-8	0	11	13
CC(C)CN(CC(C)C)c1nc(N)c(C#N)c(CC#N)c1C#N	-16[20 µM]	-1	-19	2	5	-12	3	26	-1
CC(=O)Nc1ccc(SCC(=O)c2cc(C)n(CC(F)(F)F)c2C)cc1	8[20 µM]	-8	-8	-6	3	-2	2	0	9
Oc1cccc(/C=N/Nc2ncnc3c2ncn3Cc2ccccc2)c1	18	-10	-17	0	6	-14	5	17	9
O=c1[nH]c(-c2ccc(Cl)cc2)nc(=S)[nH]1	-14	-10	-25	9	1	-10	-2	12	10
COc1cccc(N(CC(=O)NCc2cccnc2)S(C)(=O)=O)c1	-11	-4	5	8	5	8	0	-8	8
CSc1ccccc1C(=O)C1CCCN(S(=O)(=O)N(C)C)C1 (stereo unspecified)	-7	-11	-4	-7	2	3	3	9	5
O=C(O)C1CC=C(Cl)CC1C(=O)NCc1ccccc1 (stereo unspecified)	-26[20 µM]	-6	2	4	-1	-9	-4	11	5
Cc1cnc(CN2CCc3c([nH]c4ccccc34)C2CC(C)C)[nH]1 (stereo unspecified)	-18	-6	4	0	6	-53	0	14	8
CC(C)(Cc1ccc(O)cc1)NC(=O)CC(=O)N/N=C/c1ccc([N+](=O)[O-])cc1	-7	-8	-17	1	1	-3	0	20	9
Fc1ccc(Oc2nc(-c3ccccc3)nnc2C(F)(F)F)cc1	-16[20 µM]	-9	0	5	7	-4	-2	13	11
BrCCOCCOc1ccc2ccccc2c1	-5	-6	6	-5	12	-11	3	-8	3
COc1ccc(-c2[nH]c(-c3ccc(C)cc3)nc2SCC(=O)NC2CCCC2)cc1	-18	4	4	-5	13	-3	6	-1	10
O=[N+]([O-])c1ccc(C(=Nc2cccc3ccccc23)N2CCOCC2)cc1	-15[20 µM]	-6	-5	-4	6	-11	2	4	5
CC(=O)c1sc(NC(=O)c2c(F)cccc2F)nc1C	-27[20 µM]	-2	-37	-2	7	-4	-1	22	16
CCOC(=O)C1CCN(C(=O)c2ccc(NS(=O)(=O)c3ccc(F)cc3C)cc2)CC1	-13	-3	-5	2	8	-1	3	24	0
NC(=O)c1ccc(N2CCC(C(N)=O)CC2)c([N+](=O)[O-])c1	-3	13	-16	10	6	-1	-5	7	5
O=C(COc1cccc(Oc2ccccc2)c1)Nc1ncccn1	-32[20 µM]	-2	1	2	4	5	0	12	6

6 entries drawn at random from the list so far:
SMILES	Furin inhibitor	RBBP9 inhibitor	Tb hexokinase	p97 inhibitor	BaF3 parental	p47phox inh	Ba/F3 V617F tox	PPC-1+TRAIL kill	PGE2 EP2 inh
Fc1ccc(Oc2nc(-c3ccccc3)nnc2C(F)(F)F)cc1	-16[20 µM]	-9	0	5	7	-4	-2	13	11
CC(=O)c1sc(NC(=O)c2c(F)cccc2F)nc1C	-27[20 µM]	-2	-37	-2	7	-4	-1	22	16
NC(=O)c1ccc(N2CCC(C(N)=O)CC2)c([N+](=O)[O-])c1	-3	13	-16	10	6	-1	-5	7	5
CSc1ccccc1C(=O)C1CCCN(S(=O)(=O)N(C)C)C1 (stereo unspecified)	-7	-11	-4	-7	2	3	3	9	5
O=c1[nH]c(-c2ccc(Cl)cc2)nc(=S)[nH]1	-14	-10	-25	9	1	-10	-2	12	10
Oc1cccc(/C=N/Nc2ncnc3c2ncn3Cc2ccccc2)c1	18	-10	-17	0	6	-14	5	17	9

Further records follow:
SMILES	Furin inhibitor	RBBP9 inhibitor	Tb hexokinase	p97 inhibitor	BaF3 parental	p47phox inh	Ba/F3 V617F tox	PPC-1+TRAIL kill	PGE2 EP2 inh
COc1ccc([N+](=O)[O-])cc1-n1cccc1	-9	-3	-13	-4	6	-8	-3	10	6
CCOC(CNC(=O)c1cccc([N+](=O)[O-])c1)OCC	-11	-1	-11	6	-4	-4	1	-7	6
NNC(=O)CCCCCCCCCCOCCCCO	-13	4	-11	2	-10	-9	-4	8	4
CSc1nc(C)cc(C)c1S(=O)(=O)c1ccccc1C	-1[20 µM]	-5	9	-7	1	-4	7	-8	8
CCc1nnc(NS(=O)(=O)c2ccc(N3C(=O)c4ccc(C(=O)O)cc4C3=O)cc2)s1	-23	-8	-1	3	12	-16	3	-14	7
O=C(Nc1cccc2cccnc12)C1CCCC1	-4	-11	-1	-7	5	-1	1	14	1
O=C(CN1C(=O)COc2ccccc21)NCc1ccccn1	-19[20 µM]	5	0	-3	8	-7	2	-1	7
CN(NC(=S)Nc1ccc(OC(F)F)cc1)C(=S)Nc1ccc(OC(F)F)cc1	-14	-4	-4	2	4	-8	-3	-10	8
Cc1cc(=O)[nH]c(-n2ncc(C#N)c2N)n1	-29	1	3	5	1	-2	-2	18	3
Fc1ccc(-n2c(-c3ccc4c(c3)OCO4)n[nH]c2=S)cc1Cl	-23	-12	-9	13	4	-12	-4	-4	13
COc1ccc(-c2noc(CCCC(=O)NCCc3ccccc3)n2)cc1OC	-1	-10	-2	-3	4	-7	4	7	10
Cc1cc(C)c2c(=O)n(CC(=O)Nc3cccc(Cl)c3C)sc2n1	-17	-7	16	5	-3	-5	-3	16	44*
Cc1ccc(NC(=O)C2CCN(S(=O)(=O)c3c(C)n[nH]c3C)CC2)nc1	-21	-8	1	4	4	-5	-3	17	9
O=C(Cc1ccccc1)c1nc2ccccc2s1	-19	-8	-8	3	4	-4	0	13	14
CCCC(=O)Nc1ccc(C(=O)Nc2nnc(COC)s2)cc1	-4	-10	-17	-14	2	-8	6	15	11
O=C(CN(C(=O)CCC(=O)Nc1nccs1)c1ccccc1F)NCC1CCCO1 (stereo unspecified)	-26[20 µM]	-2	-1	2	-1	-6	-4	21	5

Entries of single compounds, looked up by structure. Values in the order: Furin inhibitor | RBBP9 inhibitor | Tb hexokinase | p97 inhibitor | BaF3 parental | p47phox inh | Ba/F3 V617F tox | PPC-1+TRAIL kill | PGE2 EP2 inh
Entry for Cc1cc(C)c2c(=O)n(CC(=O)Nc3cccc(Cl)c3C)sc2n1 : -17 | -7 | 16 | 5 | -3 | -5 | -3 | 16 | 44*
Entry for NNC(=O)CCCCCCCCCCOCCCCO : -13 | 4 | -11 | 2 | -10 | -9 | -4 | 8 | 4
Entry for CCCC(=O)Nc1ccc(C(=O)Nc2nnc(COC)s2)cc1 : -4 | -10 | -17 | -14 | 2 | -8 | 6 | 15 | 11
Entry for Cc1cc(=O)[nH]c(-n2ncc(C#N)c2N)n1 : -29 | 1 | 3 | 5 | 1 | -2 | -2 | 18 | 3
Entry for CCOC(CNC(=O)c1cccc([N+](=O)[O-])c1)OCC : -11 | -1 | -11 | 6 | -4 | -4 | 1 | -7 | 6

Screening data (PubChem)
